Fh CTSL1 inh: counter-screen for PFM18AAP inhibitors: inhibitors of F. hepatica cathepsin L1; AID 1906; actives 0.49% (n = 300,000); inhibition, % at 5.96 µM; recombinant F. hepatica cathepsin L1, Z-Leu-Arg-MCA fluorescence;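 active means inhibition above the mean of all tested compounds plus 3 SD, set per screening campaign, cut at about 17% in these data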;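 further: 0% = plate median of test compound wells and 100% = 1 µM Z-Phe-Ala-diazomethylketone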
Efflux pump inh: antifungal efflux pump inhibition, Nile Red retention. actives 0.44% (n = 330,000). S. cerevisiae Candida pump triplex. inhibition, % at 10 µM;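 active means plate passing quality check with inhibition over a set limit, or well fluorescence over plate mean plus 4 SD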;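 further: Nile Red retained in pooled yeast measured as flow cytometry median fluorescence; 0% = buffer negative control and 100% = Enniatin B positive control; higher means more Nile Red kept so more efflux inhibition; some compounds called inactive have numbers as strong as hits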
PP5 inh: PP5 (human) phosphatase inhibition. purified PP5c, OMFP substrate fluorescence. inhibition, % at 6.7 µM. actives 0.18% (n = 320,000). AID 1987;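 active means inhibition above the campaign's mean inhibition across all tested compounds plus 3 SD, cut at about 9.5% in these data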;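 further: 0% = DMSO only and 100% = 100 µM cantharidin control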
Target sequence (P53041 whole entry, looked up): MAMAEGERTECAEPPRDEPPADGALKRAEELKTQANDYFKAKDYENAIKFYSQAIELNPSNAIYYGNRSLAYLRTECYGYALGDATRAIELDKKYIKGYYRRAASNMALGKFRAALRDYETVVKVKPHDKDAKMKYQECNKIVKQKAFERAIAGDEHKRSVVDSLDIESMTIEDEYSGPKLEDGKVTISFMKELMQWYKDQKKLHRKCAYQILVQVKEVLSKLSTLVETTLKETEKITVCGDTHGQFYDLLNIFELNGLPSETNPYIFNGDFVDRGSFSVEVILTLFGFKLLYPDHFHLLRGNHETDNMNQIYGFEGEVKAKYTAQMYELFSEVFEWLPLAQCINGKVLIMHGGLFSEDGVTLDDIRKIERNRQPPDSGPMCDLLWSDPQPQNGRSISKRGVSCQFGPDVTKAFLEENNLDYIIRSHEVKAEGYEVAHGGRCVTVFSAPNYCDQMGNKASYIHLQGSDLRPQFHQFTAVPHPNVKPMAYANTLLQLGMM
proCasp3 act: procaspase-3 (human) activation | recombinant procaspase-3 D3A, Ac-DEVD-pNA absorbance 405 nm | AID 463141 | P42574 | actives 0.11% (n = 330,000) | activation, % at 8.5 µM;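 active means activation above the mean of all tested compounds plus 3 SD, cut at about 21% in these data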;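 further: 0% = DMSO alone and 100% = DMSO wells spiked with extra 5 µM PC-3 D3A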
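Evaluation: percent activation relative to control range; Material: Procaspase-3 D3A mutant, all three cleavage aspartates alanine; Compound: single dose, 8.5 µM nominal compound, 0.8% DMSO; Replication: one well per compound; Signal: absorbance at 405 nm, 0 and 120 min; Schedule: 1 h preincubation plus 2 h reaction at 25 °C.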
PP1 inh: counter-screen for PP5 inhibitors: inhibitors of human PP1-alpha | purified PP1alpha, OMFP fluorescence | inhibition, % at 6.7 µM | actives 0.9% (n = 320,000);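 active means inhibition above the mean inhibition of all tested compounds plus 3 SD, computed separately for each screening campaign, cut at about 15% in these data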
procasp7 counter: counter-screen: procaspase-7 (human) activation. P55210. recombinant procaspase-7, Ac-DEVD-pNA absorbance 405 nm; D23A/D198A/D206A triple mutant, cannot self-cleave; scale: DMSO 0, 5 µM enzyme 100. activation, % at 8.5 µM. actives 0.093% (n = 330,000);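 active means percent activation above the screen-wide mean plus 3 SD, cut at about 25% in these data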
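buffer or medium = Zinc-free HEPES/NaCl buffer, pH 7.4 | material = Procaspase-7 triple mutant (PC-7 D3A) | input = 2 µM procaspase-7 mutant as dispensed | signal = Epi-absorbance of released pNA at 405 nm, two timepoints | timing = 1 h preincubation, 2 h reaction | replicates = singlicate compound testing | evaluation = % activation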
TPT1 inhibitor: C. albicans TPT1 enzyme inhibition | actives 0.81% (n = 300,000) | recombinant caTPT1, FP RNA substrate dephosphorylation | inhibition, % at 5 µM;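 active means inhibition above the mean of all tested compounds plus 3 SD, set per screening campaign, cut at about 24% in these data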;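 further: plate controls were DMSO alone for no effect and ferristatin control at 100 nM for full effect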
HCV core dimer: blocks dimerization of HCV core protein; TR-FRET GST/Flag-core106 dimerization, 1536-well; inhibition, % at 5 µM; actives 0.33% (n = 300,000);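 active means inhibition above the mean of all tested compounds plus 3 SD, set per screening campaign, cut at about 45% in these data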
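test system = GST/Flag-tagged HCV core106 proteins | probe or stimulus = Eu donor and XL665 acceptor anti-tag antibodies | times = compound-protein-antibody incubation 4 h at 22.5 °C | signal = TR-FRET, excitation 340 nm, emission 617 and 671 nm | measure = percent inhibition of core106 dimerization signal | controls = wells lacking GST-core106 and wells with excess unlabelled core106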
JMJD2C inh: blocks human GASC-1 demethylase activity | Q9H3R0 | GST-JMJD2C(1-420) H3K9me3 demethylation, DELFIA europium | inhibition, % at 2.35 µM | actives 0.069% (n = 330,000);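 active means more than half of a compound's replicate wells show inhibition beyond 50%, single wells judged on their own value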;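 further: signal counts dimethyl H3K9 product captured on neutravidin plate; 0% = median of DMSO wells and 100% = 0.3 times that DMSO median; strong numbers were not always called active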
Target sequence (Q9H3R0 1-420 limits assumed): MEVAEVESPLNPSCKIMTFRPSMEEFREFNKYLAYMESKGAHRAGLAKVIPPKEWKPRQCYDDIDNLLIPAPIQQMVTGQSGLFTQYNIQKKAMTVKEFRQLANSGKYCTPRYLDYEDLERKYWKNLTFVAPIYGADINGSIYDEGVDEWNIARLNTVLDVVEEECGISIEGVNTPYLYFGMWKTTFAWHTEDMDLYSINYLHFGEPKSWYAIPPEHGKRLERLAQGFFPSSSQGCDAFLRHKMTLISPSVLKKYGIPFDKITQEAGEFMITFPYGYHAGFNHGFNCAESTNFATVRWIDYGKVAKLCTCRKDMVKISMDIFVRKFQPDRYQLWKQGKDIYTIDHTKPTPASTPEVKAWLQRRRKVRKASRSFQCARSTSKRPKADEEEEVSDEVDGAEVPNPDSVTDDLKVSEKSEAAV
* hit, by the source's call; nt = no result given.

SMILES	Fh CTSL1 inh	Efflux pump inh	PP5 inh	proCasp3 act	PP1 inh	procasp7 counter	TPT1 inhibitor	HCV core dimer	JMJD2C inh
O=C(CCc1nc2ccccc2s1)OCc1ccccc1F	-4	-0.1	1.1	6	1	0	-2	-5	8
CCOC(=O)c1cc(-c2ccccc2)n(CCC(=O)O)c1C	-4	0.1	2.6	2	-8	4	2	2	4
CNc1c(NS(=O)(=O)c2ccc(OC)cc2)c(=O)oc2ccccc12	-1	0.1	-0.9	8	1	2	-3	1	-21
CC(C)(C)c1ccc(-c2nnc(SCC(=O)c3ccc4c(c3)OCCO4)o2)cc1	2	-0.1	-1.8	7	-2	4	-3	8	-3
CC(=O)N=Nc1[nH]c(N)c2ccccc12	1	0.1	2.7	-5	-3	-4	-1	0	3
CCC/C(O)=C1\C(=O)CC(C)(C)CC1=NCc1ccccc1	0	-0.1	-0.3	7	0	8	0	1	17
O=C(NC(=S)NC1CCCCC1)c1ccc(F)cc1	1	0.1	0.8	-8	0	-6	2	-6	-4
Cc1ccc(S(=O)(=O)N2CCN(C(=O)CN3C(=O)CNC3=O)CC2)cc1	nt	0.0	0.3	5	-6	-6	nt	nt	1
CCn1c2ccccc2c2cc(NC(=O)C(C)Oc3ccccc3)ccc21 (stereo unspecified)	0	-0.1	2.8	1	-2	5	2	2	5
CCOC(=O)CC(=O)CSc1ccc2nnc(-c3ccc(C)cc3)n2n1	0	-0.2	1.1	4	6	-3	2	-1	6
CCNc1nc(NC(C)(C)C)nc(N(C#N)CC)n1	0	0.0	-1.2	3	-1	-4	0	0	18
COc1ccc(C(=O)Oc2ccc3ccc(=O)oc3c2)cc1OC	-8	0.1	0.6	4	-2	8	-3	0	2
O=c1cc(N2CCCC2)c(-c2ccccc2)n[nH]1	-1	-0.1	1.7	0	-1	1	-3	1	-8
O=C(NCc1ccc(OC(F)(F)F)cc1)c1cccc2c1C(=O)c1ccc(N3CCC(Cc4ccccc4)CC3)cc1S2(=O)=O	nt	1.4	nt	-4	nt	-10	nt	nt	-41
O=C(CCn1cnnn1)Nc1ccc(Cl)cc1Cl	3	-0.1	0.4	-1	-3	-6	-3	2	-3
O=C(Nc1ccc2oc(-c3ccccc3)nc2c1)C1CCCO1 (stereo unspecified)	4	0.3	-1.8	-12	-1	2	2	-6	-10
Cc1cc(C2C(=O)CC(=O)CC2c2ccccc2)on1 (stereo unspecified)	-3	-0.1	3.4	-8	5	-7	-1	10	-2
O=C(Cn1cc(C(=O)c2cccs2)c2ccccc21)NCc1ccc2c(c1)OCO2	2	-0.2	0.3	1	1	-2	-2	11	-6
Cc1ccc(CNC(=O)CCC2CCCN(C(=O)c3ccc4c(c3)OCO4)C2)o1 (stereo unspecified)	1	0.0	-1.4	0	-4	-4	-5	3	-12
Cc1nnc(NC(=O)CC23CC4CC(CC(C4)C2)C3)s1	-3	-0.1	-0.5	5	-3	-12	-2	3	-4
O=C(OCCNC(=O)c1ccc2ccccc2n1)c1ccc(F)cc1	-2	5.1	2.6	10	1	7	1	2	-15
O=C(O)COCC(=O)N1CCN(c2cc(C(F)(F)F)nc3ccccc23)CC1	-1	0.0	2.6	7	-1	1	0	6	-3
C/C(N)=C(/C#N)C(=O)CSc1nnc(COc2ccccc2Cl)o1	2	-0.1	3.9	5	-5	-2	-4	7	6
Cc1cccc(NC(=O)CN(c2ccc(F)cc2)S(C)(=O)=O)c1	0	-0.2	2.4	7	-1	5	-2	-4	16
COc1ccccc1NC(=S)Nc1ccc2cn[nH]c2c1	7	0.1	-1.2	-9	-1	-18	1	-2	20
O=C(Nc1cccnc1)c1cc(S(=O)(=O)N2CCCCC2)c(Cl)cc1Cl	2	-0.5	1.2	2	1	8	0	6	-1
COCCNC(=O)c1ccc2ccccc2n1	0	-0.1	0.4	9	-1	-4	-1	-10	0
COc1cc(/C=N/n2cnc3c(sc4nc(C)cc(C)c43)c2=O)ccc1O	-1	-0.1	-1.8	-1	-3	5	-3	-2	6
COc1ccc(S(=O)(=O)Nc2ccc3c(c2)C(=O)N([C@@H](C)CO)C[C@H](C)[C@H](CN(C)S(=O)(=O)c2ccc(F)cc2)O3)cc1	nt	0.5	nt	2	nt	-2	nt	nt	12
COc1ccc(N2CCN(C(=O)CSc3nnc4c(C)cc5cc(C)ccc5n34)CC2)cc1	4	0.1	2.9	3	1	3	2	4	2
CCOC(=O)c1c(NC(=O)c2ccccc2Cl)sc2c1CCc1ccccc1-2	-8	0.2	3.8	-10	-8	-8	0	0	-3
COCCCN1CC23C=CC(O2)C(C(=O)O)C3C1=O (stereo unspecified)	-5	-0.3	2.7	7	1	1	-3	-9	2
COc1ccc(OC)c(CCNC(=O)Cn2nc(C)c3c(C)n(-c4ccccc4)nc3c2=O)c1	-1	0.1	-1.9	-1	-2	9	-2	1	0
CCOc1ccc(N(CC(=O)Nc2ccc(OC)cc2)S(=O)(=O)c2c(C)noc2C)cc1	-1	-0.1	0.6	-9	-4	-8	0	4	6
CCOC(=O)N1CCN(C(=O)/C(=C/c2cccc3ccccc23)NC(=O)c2ccc(OC)cc2)CC1	3	0.1	1.8	8	-1	-5	-3	13	6
O=C(NCc1ccco1)c1cc(-c2cccnc2)nc2ccccc12	1	0.0	4.9	-1	-1	-8	0	3	0
CN(Cc1nc(-c2ccccc2)no1)C(=O)c1ccc2c(c1)OCO2	-3	0.4	1.1	-12	-1	7	0	1	-1
COC(=O)c1cc(OC)c(OC)cc1NC(=O)Nc1ccccc1F	-6	-0.1	0.7	2	-2	3	-3	-1	-1
CN(C)c1ccc(/C=C2\SC(=O)N(CCc3nnc(N)s3)C2=O)cc1	14	0.0	-1.4	-18	14	-28	100*	36	8
Cc1ccc(S(=O)(=O)c2c(C)nn(C(C)(C)C)c2OC(=O)C(C)C)cc1	-3	0.1	2.4	8	1	5	-1	4	10

Entries of single compounds, quoted from the list. Order of screens: Fh CTSL1 inh	Efflux pump inh	PP5 inh	proCasp3 act	PP1 inh	procasp7 counter	TPT1 inhibitor	HCV core dimer	JMJD2C inh
Results for `O=C(NCc1ccco1)c1cc(-c2cccnc2)nc2ccccc12` = 1	0.0	4.9	-1	-1	-8	0	3	0
Results for `COc1ccc(N2CCN(C(=O)CSc3nnc4c(C)cc5cc(C)ccc5n34)CC2)cc1` = 4	0.1	2.9	3	1	3	2	4	2

Back to the main list; the 2 compounds before the break are reprinted first.
SMILES	Fh CTSL1 inh	Efflux pump inh	PP5 inh	proCasp3 act	PP1 inh	procasp7 counter	TPT1 inhibitor	HCV core dimer	JMJD2C inh
CN(C)c1ccc(/C=C2\SC(=O)N(CCc3nnc(N)s3)C2=O)cc1	14	0.0	-1.4	-18	14	-28	100*	36	8
Cc1ccc(S(=O)(=O)c2c(C)nn(C(C)(C)C)c2OC(=O)C(C)C)cc1	-3	0.1	2.4	8	1	5	-1	4	10
Cc1ccc([C@H]2C(C(=O)O)=CC[C@@H](c3ccc(Cl)cc3)N2S(=O)(=O)c2ccccc2C)cc1	nt	0.0	nt	7	nt	10	nt	nt	11
COc1ccc(OC)c(CCNC(=O)CN2C(=O)CC(C)(C)S(=O)(=O)c3ccccc32)c1	-3	0.0	-2.1	9	-1	5	3	-5	0
Cc1ccc(NC(=O)C2CCCN2C(=O)Oc2ccccc2)c(C)c1 (stereo unspecified)	0	-0.1	2.4	9	-1	10	-2	-3	7
O=C1c2ccccc2C(=O)N1CCc1nc(-c2ccncc2)no1	-2	-0.1	0.0	4	-2	2	-3	-4	-3
NC(=O)C(NC(=O)OCc1ccccc1)c1ccccc1 (stereo unspecified)	1	-0.1	1.6	-1	-1	-6	0	12	-2
O=C(Nc1ccc(Cl)c(Cl)c1)Nc1nccs1	2	0.5	7.3	4	18*	-1	1	-10	1
Cc1cc(C)n(CC(O)CN(c2ccccc2)S(=O)(=O)c2ccccc2)n1 (stereo unspecified)	4	0.2	2.5	-8	0	12	-3	5	4
CC(C)CCN1CCN(CC(c2ccccc2)c2ccccc2)CC1CCO (stereo unspecified)	-2	0.1	0.2	-4	-2	-3	-6	-3	-1
COc1cc(NC(=O)CCS(=O)(=O)c2ccc3c(c2)oc(=O)n3C)cc(OC)c1OC	-5	0.0	1.0	4	1	2	-2	2	13
O=S(=O)(c1ccc2nnn(OCc3ccccc3)c2c1)N1CCOCC1	5	-0.2	-0.3	8	-3	-2	1	-2	-34
CC1(C)NC(=O)N(CC(O)CN2CCOCC2)C1=O (stereo unspecified)	3	0.0	0.5	3	0	-1	-4	0	1
COc1ccc(S(=O)(=O)N2CCOCC2)cc1NC(=O)Cc1ccc2c(c1)OCCO2	nt	0.2	3.4	2	-3	-6	nt	nt	-17
Cc1ccc(-n2[nH]c(C)c(/C=C3/C=Nc4ccccc43)c2=O)cc1C	-2	-0.2	1.4	-8	1	10	-5	4	2
O=C(O)c1cnn2c1NC(c1ccc(F)cc1)CC2C(F)(F)F (stereo unspecified)	-3	0.0	-1.4	7	-2	14	-3	-4	26
CCOc1ncccc1C(=O)OCC(=O)Nc1ccc(Cl)cn1	nt	0.1	nt	10	nt	-6	nt	nt	5
O=c1c(-c2cccc3ccccc23)[n+]([O-])c2ccccc2n1O	-1	-0.1	-1.4	-6	-1	-18	-3	14	-2
O=C(O)c1cc(Cl)nc2ccccc12	1	0.0	-1.2	4	0	15	-3	0	2
Cc1ccc(S(=O)(=O)c2c(N)n(CCCO)c3nc4ccccc4nc23)cc1	-1	-0.1	3.5	2	-3	-8	-5	3	-4
CCN(CC)CCNC(=O)CNC(=O)c1nn(-c2ccc(OC)cc2)c(=O)c2ccccc12	-2	0.2	-6.2	7	-1	5	-3	-2	-27
CCC(C)N(C(=O)C(F)(F)F)C(C(=O)NC1CCCCC1)c1ccncc1 (stereo unspecified)	1	0.1	2.1	-1	-3	-6	-1	-10	2
CC1CCCCN1CCCNc1ccc(C(CC(N)=O)NC(=O)Cc2ccc(Br)cc2)cc1[N+](=O)[O-] (stereo unspecified)	-3	0.2	0.4	-2	-1	0	0	-18	-9
CN(C)/C=C(/C(=O)c1ccc(F)cc1)S(=O)(=O)c1ccc(F)cc1	-2	-0.1	3.8	2	0	0	1	0	-158
COc1ccc(CCc2nc(-c3cccs3)no2)cc1	3	0.1	2.3	3	-4	-1	-2	4	-15
CN1CCN(C(=O)c2cnn(-c3ccccc3)c2NC(=O)c2ccccc2)CC1	-3	-0.1	3.2	7	-1	10	1	-1	-9
CCCCn1c(N)c(-c2nc3ccccc3o2)c2c([N+](=O)[O-])nn(C)c(=O)c21	1	0.0	1.1	2	6	2	-3	13	2
CCOc1ccc(NC(=O)CN(C)C(=O)c2ccc(COc3ccccc3)cc2)cc1OCC	nt	0.4	5.6	1	5	-8	nt	nt	0
Cc1ccc(N(CC(=O)NCCSc2ccccn2)S(C)(=O)=O)cc1	-2	0.5	3.2	-5	2	7	-2	-5	-6

Assay outcomes: PubChem BioAssay, several laboratories

Random draw from the library. About 2.9% of those tested had a hit in this group.
